Bioassay records: PubChem, several laboratories
HCV core dimer: HCV core protein dimerization inhibition | TR-FRET GST/Flag-core106 dimerization, 1536-well | inhibition, % at 5 µM | 0.33% of 300,000 active | AID 1899;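 active means inhibition above the mean of all tested compounds plus 3 SD, set per screening campaign, cut at about 45% in these data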
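Material: GST/Flag-tagged HCV core106 proteins. Incubation: 4 h, 22.5 °C incubation. Read-out basis: inhibition (%) from 671 over 617 nm ratio. Measured by: TR-FRET, excitation 340 nm, emission 617 and 671 nm.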
procasp3 activ: activators of human procaspase-3; 0.11% of 330,000 active; activation, % at 8.5 µM; recombinant procaspase-3 D3A, Ac-DEVD-pNA absorbance 405 nm;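 active means activation above the mean of all tested compounds plus 3 SD, cut at about 21% in these data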;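 further: 0% = DMSO alone and 100% = DMSO wells spiked with extra 5 µM PC-3 D3A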
Target sequence (P42574 whole entry D9A/D28A/D175A): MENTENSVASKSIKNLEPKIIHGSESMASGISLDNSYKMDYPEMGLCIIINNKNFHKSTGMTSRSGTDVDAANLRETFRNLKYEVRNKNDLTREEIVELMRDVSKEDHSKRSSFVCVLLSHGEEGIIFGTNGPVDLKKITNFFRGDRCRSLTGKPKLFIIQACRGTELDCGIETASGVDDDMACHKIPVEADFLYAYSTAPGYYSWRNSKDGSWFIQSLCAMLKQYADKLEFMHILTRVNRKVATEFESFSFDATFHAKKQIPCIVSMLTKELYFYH
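Evaluation: percent activation relative to control range; Material: Procaspase-3 D3A mutant, all three cleavage aspartates alanine; Compound: single dose, 8.5 µM nominal compound, 0.8% DMSO; Replication: one well per compound; Signal: absorbance at 405 nm, 0 and 120 min; Schedule: 1 h preincubation plus 2 h reaction at 25 °C.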
procasp7 counter: counter-screen: procaspase-7 (human) activation. recombinant procaspase-7, Ac-DEVD-pNA absorbance 405 nm; D23A/D198A/D206A triple mutant, cannot self-cleave; scale: DMSO 0, 5 µM enzyme 100. activation, % at 8.5 µM. AID 463210. 0.093% of 330,000 active;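 active means percent activation above the screen-wide mean plus 3 SD, cut at about 25% in these data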
Target sequence (P55210 whole entry D23A/D198A/D206A): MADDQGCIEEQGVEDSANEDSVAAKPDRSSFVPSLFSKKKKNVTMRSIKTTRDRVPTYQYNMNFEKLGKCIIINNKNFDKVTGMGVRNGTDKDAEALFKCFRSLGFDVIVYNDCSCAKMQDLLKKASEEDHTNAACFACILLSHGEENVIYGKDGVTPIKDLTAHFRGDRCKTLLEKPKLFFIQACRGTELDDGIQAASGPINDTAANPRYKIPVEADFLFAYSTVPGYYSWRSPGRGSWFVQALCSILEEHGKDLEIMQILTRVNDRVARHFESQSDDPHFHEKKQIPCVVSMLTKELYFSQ
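Assay system: Uncleavable procaspase-7 mutant enzyme | Input: 2 µM procaspase-7 mutant as dispensed | Timing: 1 h compound preincubation, 2 h substrate cleavage, 25 °C | Repeats: One well per compound | Control set: DMSO wells as 0%, DMSO with 5 µM added PC-7 as 100% | Technique: Epi-absorbance of released pNA at 405 nm, two timepoints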
JMJD2C inh: blocks human GASC-1 demethylase activity; Q9H3R0; GST-JMJD2C(1-420) H3K9me3 demethylation, DELFIA europium; inhibition, % at 2.35 µM; 0.069% of 330,000 active;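 active means more than half of a compound's replicate wells show inhibition beyond 50%, single wells judged on their own value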;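 further: signal counts dimethyl H3K9 product captured on neutravidin plate; 0% = median of DMSO wells and 100% = 0.3 times that DMSO median; strong numbers were not always called active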
Target sequence (Q9H3R0 1-420 limits assumed): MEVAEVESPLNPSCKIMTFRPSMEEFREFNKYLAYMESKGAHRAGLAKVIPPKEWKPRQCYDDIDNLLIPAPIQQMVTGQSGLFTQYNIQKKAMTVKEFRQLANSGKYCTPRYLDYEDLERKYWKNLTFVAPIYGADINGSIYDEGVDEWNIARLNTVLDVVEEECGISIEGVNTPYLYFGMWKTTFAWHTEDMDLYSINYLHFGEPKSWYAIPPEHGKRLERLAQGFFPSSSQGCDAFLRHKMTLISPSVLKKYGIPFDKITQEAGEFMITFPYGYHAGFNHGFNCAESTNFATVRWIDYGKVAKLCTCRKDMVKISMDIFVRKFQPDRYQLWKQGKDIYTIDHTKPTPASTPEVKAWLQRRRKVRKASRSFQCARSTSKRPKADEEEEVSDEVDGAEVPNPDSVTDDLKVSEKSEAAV
PP1 counter: blocks human PP1-alpha phosphatase, a PP5 counter-screen; purified PP1alpha, OMFP fluorescence; inhibition, % at 6.7 µM; 0.9% of 320,000 active; AID 2235;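 active means inhibition above the mean inhibition of all tested compounds plus 3 SD, computed separately for each screening campaign, cut at about 15% in these data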
CTSL1 counter: blocks F. hepatica cathepsin L1 in PFM18AAP counter-screen. recombinant F. hepatica cathepsin L1, Z-Leu-Arg-MCA fluorescence. inhibition, % at 5.96 µM. 0.49% of 300,000 active. AID 1906;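 active means inhibition above the mean of all tested compounds plus 3 SD, set per screening campaign, cut at about 17% in these data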;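 further: 0% = plate median of test compound wells and 100% = 1 µM Z-Phe-Ala-diazomethylketone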
VLA-4 inh: inhibition in a human VLA-4 binding assay; AID 2557; inhibition, % (about 7 µM as worked out from the volumes in the protocol); 0.2% of 330,000 active; VLA-4 expressing cells, ligand binding flow cytometry; in the data active means inhibition above about 50%
GRK2 aptamer HTS: human GRK2 inhibition via aptamer displacement | inhibition of aptamer binding, % at 10 µM | bead flow cytometry, FAM-aptamer displacement from GRK2 | P25098 | 0.59% of 330,000 active;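 active means inhibition of aptamer binding above 40%, roughly 3 SD of noise, on plates passing a quality check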;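 further: median bead fluorescence of bound FAM aptamer so fluorescent compounds give negative values; no value below 0 was filed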
PP5 inh: PP5 (human) phosphatase inhibition | P53041 | purified PP5c, OMFP substrate fluorescence | AID 1987 | 0.18% of 320,000 active | inhibition, % at 6.7 µM;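 active means inhibition above the campaign's mean inhibition across all tested compounds plus 3 SD, cut at about 9.5% in these data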;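 further: 0% = DMSO only and 100% = 100 µM cantharidin control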
* = called active by the depositor; i = inactive; . = not tested or not shown. Compounds were not picked by outcome. Share with any hit: about 2.6%.

SMILES	HCV core dimer	procasp3 activ	procasp7 counter	JMJD2C inh	PP1 counter	CTSL1 counter	VLA-4 inh	GRK2 aptamer HTS	PP5 inh
COc1cc(C(=S)N2CCOCC2)cc(OC)c1OC	-4	3	0	23	1	-3	3	0	-1.0
CCCCNC(=O)C(=O)N/N=C/c1cccc(Br)c1	6	7	5	7	0	2	24	0	2.1
O=C(O)c1cc2ccccc2n1-c1ccccc1	-6	6	-8	-3	1	-3	8	1	3.1
O=C1c2ccccc2C(=O)N1C1CCCCC1	-1	0	-1	3	0	1	5	0	0.4
Nc1nnc(COc2cccc(C(F)(F)F)c2)s1	2	-3	6	-1	1	3	20	5	0.0
OCC(Cc1ccc2c(c1)OCO2)C(CO)Cc1ccc2c(c1)OCO2 (stereo not drawn)	-7	2	0	-10	-1	-3	12	1	4.9
O=C(Oc1c(CN2CCOCC2)cc(Cl)c2cccnc12)c1ccccc1	3	3	7	26	5	0	5	2	-0.9
CC(O)CNCc1ccccc1C(F)(F)F (stereo not drawn)	3	1	1	-2	3	-2	-2	0	6.8
C#CCOc1nc(C)cc(C)c1S(=O)(=O)c1ccccc1C	0	-3	0	-1	1	0	46	0	3.0
CCOC(=O)c1nn(-c2ccc(F)cc2)c(=O)cc1OCC(=O)N1CCN(c2ccccc2)CC1	2	-1	0	-2	1	5	0	0	0.7
O=C(CC12CC3CC(CC(C3)C1)C2)Nc1ccc(C(=O)O)cc1	3	1	8	4	-2	2	26	0	0.4
O=C(CC1SCCNC1=O)Nc1ccc(F)c(Cl)c1 (stereo not drawn)	-4	3	-1	-1	1	1	6	0	0.8
COc1cc(C(=O)NCC2(N3CCCCC3)CCCCC2)ccc1OCC(=O)N1CCOCC1	2	0	9	-3	-5	-4	1	0	-1.7
S=C(NCCSCc1c(Cl)cccc1Cl)Nc1ccccc1	-5	-5	-3	.	-5	4	1	9	0.3
COc1ccc(C(=O)C2CCCN(C(=O)c3ccc4nccnc4c3)C2)c(C)c1 (stereo not drawn)	2	4	0	2	-3	-2	0	1	2.6
COCCn1c(C)cc(C(=O)CSc2nnc(C)s2)c1C	2	12	-2	3	3	-1	3	5	-1.6
CSc1ccc(CN(C)CC(=O)NCCc2ccccc2)cc1	-3	-12	0	7	-1	-1	-2	4	4.5
O=C(Nc1ccc(CN2CCOCC2)cc1)c1ccc(N2CCCC2)c([N+](=O)[O-])c1	2	-4	1	19	-2	-2	0	0	0.3
Cc1cccc(N=C2NN=C(c3c(C)[nH]c4ccccc34)CS2)c1	13	-9	-14	-7	-2	-7	3	9	3.9
CCOC(=O)N1CCC(N2Cc3cccc(C(=O)Nc4c(C)cccc4CC)c3C2=O)CC1	15	3	4	-6	-1	0	1	0	2.5
O=C(O)CCC(=O)NC1CCCCCCC1	-4	7	0	10	3	-2	2	65*	0.7
O=C(NCc1cccc(C(F)(F)F)c1)c1cccc(S(=O)(=O)N2CCN(Cc3ccccc3)CC2)c1	7	-5	12	2	2	1	-19	1	6.8
C=CCNc1nc(S(=O)Cc2ccc(C)cc2)nc2c1CCCC2 (stereo not drawn)	-6	3	1	2	3	0	-2	3	0.9
Cc1ccc(CSC2=NCCN2C(=O)C2CC2)cc1	-6	0	-3	-6	-4	-2	7	2	4.3
COc1ccccc1NS(=O)(=O)/C=C/c1ccccc1	5	-5	2	-3	2	4	12	0	1.6
COc1ccc(OC(C)C(=O)N2CCc3ccccc3C2)cc1 (stereo not drawn)	0	-6	-2	19	-1	-2	-1	0	1.4
COc1ccc(N2CCN(C(=O)CSc3nc4[nH]ncc4c(=O)n3-c3cccc4ccccc34)CC2)cc1	-1	1	5	-1	5	2	17	0	-0.2
CC1CCCC(NC(=O)Cc2ccc(Br)cc2)C1C (stereo not drawn)	1	7	8	7	1	-1	6	0	1.1
CC(C)(C)c1ccc(C(=O)OCC(=O)NCc2ccco2)cc1	.	6	-3	-1	-1	.	0	0	1.1
CC(C)c1ccccc1NC(=S)NCc1ccncc1	-2	-2	-4	5	6	-8	-5	4	-3.0
CCCc1cc(C(=O)Cc2ccccn2)c(O)cc1O	-3	10	-8	1	1	0	-9	1	0.4
O=C(/C=C/c1cccnc1)c1cc(F)ccc1O	0	-2	5	-3	-6	5	3	0	-0.6
CCCn1nc(C(=O)OCC(=O)Nc2cccc(S(N)(=O)=O)c2)c2ccccc2c1=O	-4	-9	4	17	-5	-12	6	2	0.0
CCn1ccnc1CN(C)Cc1nc(CCC(C)C)no1	2	1	1	-6	-1	4	-1	0	3.1
O=C1CCCN1CCCNC(=S)Nc1ccccc1	-3	2	4	9	-3	2	-6	0	0.5
COn1c(SCC(N)=O)nc2ccccc2c1=O	4	7	-1	0	-2	2	6	1	0.6
CCOC(=O)[C@H]1[C@H]2COc3ccc(OC)cc3[C@@H]2N2C(=O)c3cc(OC)ccc3NC(=O)[C@@]12C	8	4	1	-4	7	-2	3	3	1.8
O=C(CN(Cc1ccccc1)S(=O)(=O)c1ccccc1)N1CCOCC1	2	-6	6	-1	-1	1	3	0	-0.2
Cc1cc(NC(=O)c2ccc3c(c2)C(=O)N(Cc2cccnc2)C3=O)no1	1	-1	11	-8	4	-3	13	6	1.8
O=C1N[C@@H](Cc2ccccc2)COC(=O)[C@@H](Cc2ccc(F)cc2)CC/C=C/C[C@H]1CC(=O)N(CCO)Cc1ccccc1	.	0	18	-7	.	.	1	0	.
O=C(C[C@@H]1C/C=C\C[C@@H](Cc2ccc(F)cc2)C(=O)OC[C@@H]2CCCN2C1=O)N[C@H](CO)Cc1ccccc1	.	1	-5	-9	.	.	16	0	.
COc1ccccc1C1CCN(c2cc(O)ccc2[N+](=O)[O-])CC1	4	-5	-1	-9	1	-2	7	0	4.2
Cc1nnsc1C(=O)N/N=C/c1ccc(OC(F)(F)F)cc1	-1	3	7	4	-1	3	4	0	-2.0
COc1cc2ccccc2cc1C(=O)NC(=S)Nc1ccc(C(=O)O)cc1	12	6	-7	7	-3	5	-6	12	1.2
COc1ccc(S(=O)(=O)Nc2ccccn2)c(C)c1C	-4	-1	2	5	-2	-2	2	2	2.5
O=C(CNC(=O)c1ccccc1)Oc1ccc([N+](=O)[O-])cc1	6	4	1	0	2	1	6	1	-1.4
CN(C(=O)COC(=O)c1cccc(NS(=O)(=O)c2ccc(F)c(F)c2)c1)C1CCS(=O)(=O)C1 (stereo not drawn)	-3	-3	9	1	-7	-2	-7	0	0.6
CCC1CCCCN1C(=O)c1ccc(OC)c(OC2CCN(C(C)C)CC2)c1 (stereo not drawn)	-1	-4	0	-7	0	-2	2	1	-0.2
Cc1csc(NC(=O)C(NS(=O)(=O)c2ccc(Br)s2)c2ccccc2)n1 (stereo not drawn)	9	3	-5	-3	-2	1	-7	0	0.8
Cn1nnnc1Sc1ncnc2scc(-c3cccc(F)c3)c12	.	14	9	-3	-3	.	23	2	-0.7
O=C(CN(C(=O)c1ccco1)c1cccc(F)c1)NCc1ccc(F)cc1	-1	9	4	-6	-4	1	7	2	-0.6
CCOC(=O)C1CCN(C(=O)c2ccc(SC)cc2OC)CC1	-8	-10	-5	4	-5	0	-1	1	-0.2
O=C(NCC(=O)N(Cc1ccccc1)C(C(=O)NC1CCCCC1)c1ccco1)c1ccco1 (stereo not drawn)	7	-13	-17	-23	3	0	-11	2	-4.0
COc1cccc(C(=O)OCn2nnc3ccccc3c2=O)c1OC	-15	-1	5	i	-5	0	0	0	3.8
Nc1nc(-c2ccc(Br)cc2)cs1	-2	-19	-15	-9	-1	1	-1	0	1.3
CSc1n[nH]c(-c2ccc(C(F)(F)F)cc2)n1	2	-4	4	-2	-2	-1	3	2	2.7
O=c1[nH]c(=O)n(CCOc2ccc(Cl)cc2)cc1Br	0	4	-7	9	-2	-1	21	2	0.7
Cc1cc(C)n2nc(C(=O)OCC(=O)c3c[nH]c4ccccc34)nc2n1	5	5	4	2	-1	-2	-16	5	-4.0
O=C1N(Cc2cccc(Cl)c2)C[C@@H]2C[C@@H](c3c[nH]c4ccccc34)N3CCC[C@@]123	8	1	8	-7	1	-1	-15	0	1.2
CCOC(=O)n1c(=O)n(Cc2ccc(OC)cc2)c2ccccc21	4	9	4	-9	0	2	7	0	0.0
New compounds follow:
SMILES	HCV core dimer	procasp3 activ	procasp7 counter	JMJD2C inh	PP1 counter	CTSL1 counter	VLA-4 inh	GRK2 aptamer HTS	PP5 inh
COc1ccc(NC(=O)CSCC(=O)N=c2sccn2C)cc1	4	1	-12	3	-3	3	0	3	0.0
COc1ccccc1-n1c(SCC(=O)O)nc2c(sc(=S)n2-c2ccc(Cl)c(C)c2)c1=O	14	5	-4	-4	3	0	1	1	-0.4
COc1ccc(-c2[nH]ncc2/C=N\NS(=O)(=O)c2ccc(Cl)cc2)cc1	-10	-5	-6	8	-1	-2	2	2	3.9
Cc1[nH]c2ccccc2c1SCC(=O)Nc1nccs1	-12	7	6	12	1	-1	5	3	-1.3
CCOc1cc(/C=N/NC(=O)Cc2ccc(C(F)(F)F)cc2[N+](=O)[O-])c(Br)cc1OC	10	0	17	-2	1	-2	10	0	1.1
Cc1ccc(N2C(=O)NC(NC(=O)C(C)(C)C)(C(F)(F)F)C2=O)cc1C (stereo not drawn)	-5	8	0	-10	0	-3	26	0	2.5
O=C(CNCc1ccccc1Cl)Nc1ccccc1N1CCCCC1	7	4	0	.	6	0	-1	0	2.2
Cn1ccc(C(=O)N/N=C/c2c[nH]c3ccccc23)n1	-19	-7	1	-38	1	2	3	4	3.8
O=C(NCCCN1CCCC1=O)c1ccccc1OCc1ccc(Cl)cc1Cl	.	5	15	-8	.	.	0	0	.
CCCc1nc2sc3c(c2c(=O)n1NC(=O)CCCl)CCCC3	4	-1	0	6	-4	4	8	4	5.3
O=C(NNC(=O)c1ccc(O)c(Cl)c1)c1cccc(S(=O)(=O)N2CCOCC2)c1	-12	10	2	-5	10	6	-7	2	-3.0
Clc1ccccc1CONc1ncnc2nonc12	6	2	-7	0	-3	2	0	3	-0.1
